F508del corr: correctors of CFTR F508del function in bronchial epithelial cells | hit rate 0.36% among 350,000 | CFBE cells, YFP halide quenching; stimulated with forskolin plus potentiator P3; % fluorescence drop versus neutral controls | activity (quench increase), % at 7.58 µM;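 active means mean added fluorescence quench of at least 8% versus neutral control, with both replicates also reaching 8%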;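 further: cells transiently co-express mutant CFTR-F508del with the halide-sensitive YFP; corrector assay measuring rescue of mutant channel to the surface after 24 h compound exposure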
miR-122 sensor: inhibitors of miR-122 in Huh7 cells; Huh7 miR-122 Renilla luciferase sensor, 48 h; neutral wells = 0, positive control = 100; activation (reporter increase), % at 12.5 µM; hit rate 0.3% among 340,000; AID 602342;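 active means mean replicate activation score at least 90 and every replicate individually at or above 90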;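 further: higher luciferase means less miR-122 activity so hits act as miR-122 inhibitors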
Statin myotox sup: suppression of simvastatin myotoxicity; C2C12 myotubes + simvastatin, ATP luminescence, 48 h; scaled: DMSO 0, geranylgeraniol control 100; rescue of ATP level, % at 7.49 µM; hit rate 0.78% among 330,000; AID 602340;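 active means mean ATP rescue above about 67%, or every replicate alone reaching that limit, limit read from the data, passing the limit was not always enough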;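 further: myotubes were challenged with 10 µM simvastatin during compound exposure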
PglD inh: inhibitors of Campylobacter jejuni PglD acetyltransferase; purified PglD enzyme, DTNB colorimetric CoA detection; AID 602405; hit rate 0.098% among 360,000; inhibition, % at 12.5 µM; in the data active means inhibition above about 16%, passing the limit was not always enough; further: strong numbers were not always called active
PGC1a acetyl inh: lowers PGC1a acetylation signal in U2OS cells; AlphaScreen anti-acetyl-lysine; with virally co-expressed GCN5 acetyltransferase; inhibition, % at 15.6 µM; hit rate 0.17% among 350,000; AID 651687;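 active means every replicate shows inhibition of at least 40%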;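 further: 0% = neutral control wells and 100% = positive control wells; some results beyond the cut were filed as inactive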
INS-1E GSIS act: GLuc luminescence reporter in INS-1E cells, primary screen for activators of glucose-dependent secretion of insulin; hit rate 0.61% among 370,000; activation, % at 16.6 µM; INS-1E GLuc reporter insulin secretion, 2-3 h;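 active means lowest replicate activation of at least 40%, so every replicate reaches that level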;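 further: 0% = median of neutral control wells and 100% = median of IBMX positive control wells; some compounds called inactive have numbers as strong as hits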
Cneo AK release: Cryptococcus neoformans lysis via adenylate kinase release | C. neoformans lysis, adenylate kinase release luminescence, 4 h; normalised: neutral wells 0, clomiphene wells 100 | lysis activity, % at 15 µM | hit rate 0.2% among 360,000 | AID 651654;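 active means mean lysis activity across replicates of at least 80%, whatever share of replicates individually reach that level; inactive means mean lysis activity below 80%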
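Test system: log-phase Cryptococcus neoformans yeast cells. Input: 5 × 10^6 yeast cells/mL. Medium: fresh YPD growth medium. Doses: single dose. Incubation: static 4 h at 37 °C with compound, 1 h detection. Measured by: luminescent adenylate kinase detection reagent. Read-out: signal increase indicating cell lysis. Benchmarks: Clomiphene.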
FN deposit inh: fibronectin deposition inhibition; AH1F fibroblasts, Alexa488-fibronectin deposition fluorescence, overnight; inhibition, % at 12.6 µM; hit rate 0.086% among 350,000; AID 743247;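 active means mean inhibition across replicates of 30% or more, regardless of how many single replicates reach that level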;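 further: positive control wells lacked labelled fibronectin entirely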
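Assay system: AH1F fibroblasts / Quantity: 10000 cells per well / Medium: DMEM plus 2% serum, read in PBS / Reagent: labelled fibronectin 24 nM / Dosing: single dose, pinned / Times: 1 h cell attachment, overnight exposure to compound and label / Signal: fluorescence, ex 485 nm, em 525 nm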
* = called active by the depositor; . = no result given; & = joins results of further samples; [ ] = another dose, or the depositor's remark.

entry | SMILES | F508del corr | miR-122 sensor | Statin myotox sup | PglD inh | PGC1a acetyl inh | INS-1E GSIS act | Cneo AK release | FN deposit inh
1 | Cc1cc(N2O[C@]34C=C[C@]25C[C@@H](O)CC[C@]5(C)C3CC[C@]2(C)[C@@H]([C@H](C)/C=C/[C@H](C)C(C)C)CC[C@H]24)no1 (stereo partly specified) | 6.0 | 0 | 12 | 3 | . | . | 0 | -11
2 | C[C@H]1CN([C@@H](C)CO)C(=O)Cc2cc(NC(=O)C3CC3)ccc2O[C@H]1CN(C)Cc1ccc(C(=O)O)cc1 | 0.8&3.1 | 6[16.7 µM] | 14&11 | -3&5 | 6&5 | 24&1 | 42&-4 | -3&-4
3 | Cc1ccc(CNC(=O)CN2C(=O)NC(C)(c3ccc(Cl)cc3)C2=O)cc1 (stereo unspecified) | 3.0 | -4 | 2 | -9 | -4 | -25 | 0 | -9
4 | CC(C)OC(=O)CC12CN(C)CC(CC(=O)OC(C)C)(CN(C)C1)C2=O | . | 0 | . | 0 | 1 | . | 5 | .
5 | Cc1ccc(C(=O)NNC(=O)C2CCN(Cc3ccc(Cl)c(Cl)c3)CC2)cc1 | . | -2 | 135* | 11 | 2 | . | 1 | .
6 | O=C(C[C@H]1C=C[C@@H](NC(=O)c2ccncc2)[C@H](CO)O1)Nc1ccccc1 | 0.7 | . | . | . | -14 | 8 | . | 12
7 | CN(C)C(=O)c1ccc(-c2ccc([C@H]3[C@H](CO)N4CCCCN(S(C)(=O)=O)C[C@@H]34)cc2)cc1 | 2.1 | -7[16.7 µM] | . | 0 | 1 | 3 | -2 | .
8 | COc1ccc(-n2nc3c(c2NC(=O)C2CCCC2)CS(=O)C3)cc1 (stereo unspecified) | -2.3 | -3 | -14 | -2 | -6 | 13 | -1 | -4
9 | COCC(=O)N(C)C[C@@H]1Oc2ncc(-c3ccc(C#N)cc3)cc2C(=O)N([C@@H](C)CO)C[C@@H]1C | -1.6 | 17[16.7 µM] | 22 | 0 | -6 | -2 | 1 | 6
10 | CN(C)C(=O)C[C@H]1C=C[C@@H](NC(=O)NC2CCCC2)[C@H](CO)O1 | -0.6 | . | -7 | -1 | -5 | -10 | 0 | -3
11 | Cc1c(NC(=O)CSc2nnc3sc4ccccc4n23)c(=O)n(-c2ccccc2)n1C | . | -12 | -9 | -3 | 4 | -16 | 1 | .
12 | O=C(C[C@H]1CC[C@@H](NC(=O)Nc2cccc(F)c2)[C@H](CO)O1)NCC1CCCCC1 | 0.4 | . | -3 | -1 | 1 | . | 2 | 2
13 | CC1=C(C(=O)N2CCOCC2)CC(CC(=O)NC2CCCC2)C(=O)N1Cc1ccc(C(C)(C)C)cc1 (stereo unspecified) | -2.4 | -3 | -9 | 6 | 6 | -13 | 2 | .
14 | O=C(C1CCC1)N1CCCCN2[C@H](C1)[C@H](c1ccc(C#CC3CCCC3)cc1)[C@@H]2CO | -1.5 | -26[16.7 µM] | . | 5 | 14 | . | 3 | .
15 | COc1cccc(S(=O)(=O)N(C)C[C@H]2OCc3ccccc3-c3ccccc3C(=O)N([C@@H](C)CO)C[C@@H]2C)c1 | -5.5 | . | 10 | -1 | -23 | -22 | 0 | 3
16 | C[C@@H]1CN([C@@H](C)CO)C(=O)c2cc(NC(=O)CCN3CCOCC3)ccc2O[C@H]1CN(C)CC1CCCCC1 | -3.3 | -2[16.7 µM] | 1 | 3 | 7 | 1 | 3 | -6
17 | C[C@@H]1CCCCO[C@@H](CN(C)C(=O)c2ccccc2)[C@@H](C)CN([C@H](C)CO)C(=O)c2cc(NS(=O)(=O)c3cn(C)cn3)ccc2O1 | -1.8 | 9[16.7 µM] | . | 10 | 5 | 32 | 6 | -1
18 | O=C1CCC(C(=O)Nc2ccc(OC(F)F)cc2)N1 (stereo unspecified) | . | -1 | 5 | 2 | 8 | . | -1 | -1
19 | Cc1c[n+]([O-])cc(C)c1Oc1ccccc1 | 1.0 | -2 | 3 | 1 | 7 | . | 2 | 2
20 | CCOC(=O)N1CCN(C(=O)CS(=O)(=O)c2cn(Cc3ccccc3C)c3ccccc23)CC1 | . | 3 | -10 | 0 | 5 | . | -1 | .
21 | CSCCCNC(=O)c1ccccc1OC1CCN(S(C)(=O)=O)CC1 | -0.6 | . | 4 | -2 | 6 | 0 | 0 | .
22 | Cc1csc(NC(=O)c2ccccc2)n1 | -0.7 | -1 | -4 | -6 | 2 | 5 | -9 | -5
23 | CCCNC(=O)CC1C(=O)N(Cc2ccccc2)C(C)c2nc3ccccc3n21 (stereo unspecified) | . | -4 | . | 2 | 0 | . | 2 | 8
24 | O=C(Cn1c(=O)cnc2ccccc21)Nc1cccc(S(=O)(=O)N2CCCCC2)c1 | 1.1 | 8 | 6 | 2 | -11 | -52 | 0 | -5
25 | O=C(CCC(=O)N1CCOc2ccccc21)Nc1ccccc1Br | -2.1 | 5 | 15 | 9 | -4 | . | 5 | -2

2 of the compounds above, with values under each structure.
Results follow in this order: F508del corr, miR-122 sensor, Statin myotox sup, PglD inh, PGC1a acetyl inh, INS-1E GSIS act, Cneo AK release, FN deposit inh
23: CCCNC(=O)CC1C(=O)N(Cc2ccccc2)C(C)c2nc3ccccc3n21 (stereo unspecified)
    ., -4, ., 2, 0, ., 2, 8
21: CSCCCNC(=O)c1ccccc1OC1CCN(S(C)(=O)=O)CC1
    -0.6, ., 4, -2, 6, 0, 0, .

The list continues.
entry | SMILES | F508del corr | miR-122 sensor | Statin myotox sup | PglD inh | PGC1a acetyl inh | INS-1E GSIS act | Cneo AK release | FN deposit inh
26 | CCCNCC(=O)Nc1sc2c(c1C(=O)Nc1c(C)n(C)n(-c3ccccc3)c1=O)CCCC2 | 0.0 | -3 | -7 | -4 | -8 | . | -2 | 4
27 | CCN(CC)c1ccc(S(=O)(=O)N2CCOCC2)cc1NS(C)(=O)=O | -0.7 | -5 | . | 1 | 4 | -3 | 0 | 17
28 | O=C(NC(=S)Nc1ccc(S(=O)(=O)Nc2nccs2)cc1)c1ccccc1 | . | 42 | 1 | 0 | 2 | 8 | -1 | 0
29 | CCOC(=O)C1CCN(C(=O)c2sc3nc(C)nc(N4CCC(C)CC4)c3c2C)CC1 | . | -3 | 9 | 3 | -7 | -40 | -1 | -3
30 | COc1ccc(Br)cc1S(=O)(=O)Nc1ncccc1C | 0.4 | . | . | . | -5 | 3 | . | 2
31 | COc1ccc(NC(=O)CSCC(=O)Nc2sccc2C#N)cc1 | 0.2 | . | 6 | -4 | . | -6 | -1 | 4
32 | Cc1cccc(CSc2nnc(CCNC(=O)OC(C)(C)C)o2)c1 | 1.6 | 7 | . | -4 | -5 | . | 1 | -5
33 | CSc1ccccc1OCc1cc(C(=O)NCc2cccc(C)n2)no1 | 1.3 | -5 | 2 | 3 | -6 | 11 | -3 | 6
34 | CCCNC(=O)Nc1nc2ccccc2s1 | -0.2 | . | . | . | 6 | 27 | . | -7
35 | C[C@@H]1CN([C@@H](C)CO)C(=O)c2cc(NC(=O)Nc3ccc4c(c3)OCO4)ccc2O[C@H]1CN(C)C(=O)Nc1ccccc1 | -0.3 | 0[16.7 µM] | 3 | 2 | 2 | -1 | -3 | .
36 | O=C(O)CSCC(=O)Nc1ccccc1SCCS(=O)(=O)c1ccc(Cl)cc1 | 0.1 | -3 | -1 | -4 | -5 | 35 | 0 | -6
37 | Cc1noc(C)c1S(=O)(=O)N(C)C[C@@H]1OCCCC[C@H](C)Oc2ccc(NC(=O)Nc3cccc4ccccc34)cc2C(=O)N([C@H](C)CO)C[C@@H]1C | 0.0 | -14[16.7 µM] | . | 2 | 31 | 7 | 0 | .
38 | CCOC(=O)c1csc(NC(=O)CCS(=O)(=O)c2ccc(Cl)cc2)n1 | -4.6 | -2 | -3 | 2 | 3 | 7 | 2 | 2
39 | O=C(c1ccc(-n2ccnc2)cc1)N1CCCC(CO)(Cc2cccc(Cl)c2)C1 (stereo unspecified) | -3.9 | -1 | -25 | -1 | -5 | -1 | -3 | 2
40 | CCn1c(SCC(=O)NC(=O)c2ccccc2OC)nc2ccccc21 | -0.6 | . | . | -1 | . | 19 | -1 | 19
41 | Nc1nc(SCc2ccccc2)c2ncn(C3CCCCC3)c2n1 | -1.5 | -4 | -1 | 0 | 16 | 16 | 0 | 2
42 | CCOC(=O)C1CCCN(C(=O)c2ccc(-c3ccccc3Cl)o2)C1 (stereo unspecified) | 1.0 | . | . | 1 | . | -1 | -2 | -1
43 | CC(C)c1ccc(NC(=S)NNc2ccc(Cl)c(C(=O)O)c2)cc1 | -6.0 | -12 | 6 | 0 | 4 | -8 | 0 | 0
44 | N#C[C@H]1[C@@H](c2ccccc2-c2ccccc2F)[C@H](CO)N1C(=O)Cc1ccccc1 | -1.3 | . | . | . | -8 | -11 | . | 0
45 | C[C@H](CO)N1C[C@H](C)[C@@H](CN(C)C(=O)C2CC2)Oc2ncc(-c3cccc(C#N)c3)cc2C1=O | 0.1 | 0[16.7 µM] | 11 | 2 | -6 | 30 | 0 | .
46 | C[C@@H]1CCCCO[C@@H](CN(C)S(=O)(=O)c2cccs2)[C@@H](C)CN([C@H](C)CO)C(=O)c2cc(NC(=O)Nc3cccc4ccccc34)ccc2O1 | 0.7 | -5[16.7 µM] | -11 | 1 | 3 | 16 | -3 | .
47 | Cc1cc(C)n2c3c(c(C#N)c2n1)CC(C)(C)OC3 | . | 5 | -9 | 3 | -6 | 24 | -6 | .
48 | O=S(=O)(/N=C(/c1ccccc1Cl)N1CCOCC1)c1ccccc1 | 1.4 | 2 | 15 | 2 | -12 | 16 | -1 | .
49 | O=C(c1cc(COc2cccc(C(F)(F)F)c2)on1)N1C[C@@H]2CCC[C@H]1C2 | 1.8 | 7 | . | -2 | -5 | -58 | 4 | -3
50 | COc1cccc(-c2ccc([C@@H]3[C@@H](CO)N4CCCCN(CC5CCOCC5)C[C@@H]34)cc2)c1 | 1.6 | 20[16.7 µM] | . | -1 | -9 | . | 0 | .

Quoted from the listing:
#1 in PglD inh is entered as 3
#4 in miR-122 sensor is entered as 0

The list continues.
entry | SMILES | F508del corr | miR-122 sensor | Statin myotox sup | PglD inh | PGC1a acetyl inh | INS-1E GSIS act | Cneo AK release | FN deposit inh
51 | Cc1ccc(-c2ccc3c(c2)O[C@@H](CN(C)Cc2ccc(C(=O)O)cc2)[C@H](C)CN([C@H](C)CO)S3(=O)=O)cc1 | 1.3 | 3[16.7 µM] | -7 | 1 | 5 | 0 | 0 | .
52 | CCOc1ccccc1NC(=O)CC1NCCNC1=O (stereo unspecified) | . | 6 | 11 | -1 | -2 | . | 2 | -14
53 | O=C1CNC[C@@H]2[C@H](c3ccc(C4=CCCC4)cc3)[C@H](CO)N12 | 0.5 | . | . | . | 7 | 18 | . | -1
54 | CNC(=S)NNc1nc(-c2ccccc2)c2cc(Cl)ccc2n1 | . | 4 | 27 | 3 | . | 44 | 0 | -8
55 | O=S(=O)(c1ccccc1)c1nc(-c2ccco2)oc1NCCCN1CCOCC1 | . | -2 | -1 | -1 | 2 | . | -9 | .
56 | O=C(Cc1ccccn1)N1CC(=O)N2[C@@H](CO)[C@@H](c3ccc(C#CCC4CCCC4)cc3)[C@@H]2C1 | 2.1 | . | . | . | 6 | -9 | . | 4
57 | CCCCNCc1cc(OC)c(OCC(N)=O)cc1Br | . | -18 | 15 | -3 | . | . | 0 | -2
58 | Cc1csc(NC(=O)c2cccc(S(=O)(=O)N3CCCCC3)c2)n1 | . | 10 | -12 | -3 | -5 | -6 | 0 | .
59 | COc1ccc(OCc2cc(C(=O)N(C)Cc3nnc(C)o3)no2)c(Cl)c1 | -2.0 | 2 | 17 | 1 | -1 | -11 | -16 | -2

Screening data deposited in PubChem BioAssay by Broad Institute.
